# PTHR1 agonist = qHTS for PTHR1 Agonists: Primary Screen. Parathyroid hormone/parathyroid hormone-related peptide receptor (Homo sapiens), Q03431. HEK293 GP2 PTHR1 cells, GloSensor cAMP luminescence, 1 h. Potency, µM (top dose mostly 115 µM), without a hit: top-dose activation, actives largely listed as activators. 0.075% of 410,000 active. AID 743266, 2014; also: potency is read from the fitted curve at half-maximal effect; nearly all actives have a fitted effect of over 55% in size; some results filed as inactive show a strong effect at the top dose; inactives centre near -15; many of its hits are not listed in these tables
#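 HEK-293-derived GP2 cells expressing PTHR1 and a GloSensor cAMP reporter, 3,000/well, plated overnight, given luciferin plus IBMX (each 0.5 mM as added) for 1 h at 37 °C, then compound for 1 h at 37 °C. Luminescence was read after 15 min at room temperature.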
# FUS suppressor = qHTS for Suppressors of FUS Proteinopathy: Primary screen using FUS-linked yeast assay; 0.24% of 390,000 active; Potency, µM (series often up to 76.6 µM), inactives show top-dose growth rescue (activation), most hits filed as activators; S. cerevisiae FUS-expressing, growth rescue, OD600, 24 h;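 also: potency is read from the fitted curve at half-maximal effect; plate controls were DMSO vehicle for no effect and reference control for full effect; nearly all actives have a fitted effect of over 55% in size; some results filed as inactive show a strong effect at the top dose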
#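 Restored growth of FUS-toxic S. cerevisiae, read as 600 nm absorbance after 24 h at 30C in galactose medium (starting OD 0.005). Controls CP55940 and DMSO.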
# Akt phos inh = HTS Assay for Inhibitors of Akt Phophorylation: Primary Screen. Neuro2A IGF-stimulated pAkt S473 HTRF, 20 min; stronger effect = lower value. activity change, % for hits at 50 µM. 0.32% of 360,000 active. AID 651550, 2012; in the data active = activity change below about -80%; inconclusive = mostly about -51% to -80%; also: % is scaled to controls: 0 for no effect and ±100 for the full control effect
#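 Neuro2A cells (4,500/well, DMEM with 0.5% FBS) were treated with compound at a single 50 µM final concentration, stimulated with 6 nM IGF for 20 min at 37 °C, and lysed. Phospho-Akt Ser473 was read by HTRF as 665/615 ratio ×10^4.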
# TDP-43 yeast inh = qHTS of TDP-43 Inhibitors; Potency, µM (series often up to 46.1 µM), for inactives: at the top dose growth rescue (activation), actives largely listed as activators; TDP-43 expressing yeast growth rescue, BacTiter-Glo, 24 h; 1.8% of 410,000 active; also: potency is read from the fitted curve at half-maximal effect; % of control where 0% means no effect; nearly all actives have a fitted effect of over 50% in size
#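 Galactose-induced TDP-43 yeast, OD600=0.02, compound pinned; 24 hr, 30 deg C; BacTiter-Glo luminescence for growth. Inhibitors of TDP-43 toxicity read as activators.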
# Abeta yeast res = qHTS for compounds that reverse cellular toxicity of Amyloid beta (A-beta) peptide in yeast: Primary Screen. yeast expressing A-beta42, growth rescue, OD600, 48 h; response scale: 0% DMSO, 100% iron-clioquinol control. Potency, µM (doses to about 46.1 µM), for the others: at the highest dose growth rescue, hits mostly activators. 0.063% of 410,000 active; also: potency is read from the fitted curve at half-maximal effect; nearly all actives have a fitted effect of over 55% in size
#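 Yeast A-beta toxicity model in growth medium with pinned compounds, 48 h at 30 C; growth read as absorbance at 600 nm. Normalized to FeCl3/clioquinol equimolar mix (positive) and DMSO (negative).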
# DRD3 antagonist = qHTS of D3 Dopamine Receptor Antagonist: qHTS; AID 652054, 2013; 2.5% of 360,000 active; max response, negative = inhibition, %; D(3) dopamine receptor (Homo sapiens), P35462; D3R cells, DiscoveRx beta-arrestin luminescence, antagonist mode; stronger effect = lower value; in the data active = max response below about -50%; inconclusive = no clear call, values can overlap the other calls; also: % is scaled to controls: 0 for no effect and ±100 for the full control effect; mostly tested at two doses, the higher about 12 µM
# Target sequence (P35462 whole entry, looked up): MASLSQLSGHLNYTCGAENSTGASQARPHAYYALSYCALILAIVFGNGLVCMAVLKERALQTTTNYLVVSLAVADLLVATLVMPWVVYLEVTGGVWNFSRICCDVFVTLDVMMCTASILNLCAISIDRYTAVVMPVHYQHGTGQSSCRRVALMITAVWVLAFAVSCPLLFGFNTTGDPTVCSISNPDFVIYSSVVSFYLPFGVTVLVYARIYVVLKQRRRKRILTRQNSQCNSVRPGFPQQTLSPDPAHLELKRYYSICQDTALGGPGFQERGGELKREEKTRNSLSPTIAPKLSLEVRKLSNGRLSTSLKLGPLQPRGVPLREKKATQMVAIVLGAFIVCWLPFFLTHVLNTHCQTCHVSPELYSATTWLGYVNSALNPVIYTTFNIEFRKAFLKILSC
#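 Cells expressing the human receptor were seeded at 1500 cells/well, incubated overnight at 37 degrees C in 5% CO2, then exposed to library compounds with dopamine controls for 90 minutes at 37 degrees C before luminescent detection.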
# aSyn yeast inh = qHTS of alpha-syn Inhibitors. Yeast expressing alpha-synuclein, growth rescue, BacTiter-Glo, 24 h. Potency, µM (series often up to 46.1 µM), for inactives: at the top dose growth rescue (activation), actives largely listed as activators. 0.14% of 370,000 active; also: potency is read from the fitted curve at half-maximal effect; % of control where 0% means no effect; nearly all actives have a fitted effect of over 65% in size
#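 Screening used galactose-induced yeast with toxic alpha-synuclein levels, exposed to compound for 24 hr at 30 deg C. Cell growth, read with BacTiter-Glo luminescence, gave the measured signal.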
# GLP-1R inv ag = qHTS of GLP-1 Receptor Inverse Agonists (Inhibition Mode); AID 624417, 2012; HEK293 GLP-1R CRE-luciferase, luminescence, 24 h; GLP-1R form is constitutively active; Glucagon-like peptide 1 receptor (Homo sapiens), P43220; 1.6% of 410,000 active; Potency, µM (top dose mostly 38.3 µM), without a hit: top-dose activity change, negative = inhibition, usual class: inhibitors; also: potency is read from the fitted curve at half-maximal effect; % is scaled to controls: 0 for no effect and ±100 for the full control effect; nearly all actives have a fitted effect of over 55% in size
# Target sequence (P43220 whole entry, looked up): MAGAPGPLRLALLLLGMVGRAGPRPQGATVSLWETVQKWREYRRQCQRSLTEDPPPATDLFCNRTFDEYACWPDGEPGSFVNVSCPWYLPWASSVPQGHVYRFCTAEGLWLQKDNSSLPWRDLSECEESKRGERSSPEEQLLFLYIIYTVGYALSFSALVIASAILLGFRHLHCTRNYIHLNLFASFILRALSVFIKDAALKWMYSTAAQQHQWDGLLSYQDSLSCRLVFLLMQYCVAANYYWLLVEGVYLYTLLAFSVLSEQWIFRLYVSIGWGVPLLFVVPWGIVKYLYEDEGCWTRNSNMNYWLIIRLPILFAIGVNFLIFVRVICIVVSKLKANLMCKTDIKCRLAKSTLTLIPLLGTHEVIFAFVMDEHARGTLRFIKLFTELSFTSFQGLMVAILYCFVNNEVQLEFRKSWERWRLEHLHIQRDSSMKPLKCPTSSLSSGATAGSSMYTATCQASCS
#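 Luminescence readout: a drop in cAMP-driven luciferase signal flags inverse agonism at a constitutively active GLP-1R stably expressed in HEK293. Compound exposure lasted 24 hr at 37 deg C, 5% CO2.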
# GLP1R ag = qHTS of GLP-1 Receptor Agonists; AID 624172, 2012; Glucagon-like peptide 1 receptor (Homo sapiens), P43220; HEK293 GLP-1R CRE-luciferase, luminescence, 4-6 h; cells express a hypersensitive GLP-1R form; Potency, µM (highest dose often 45.6 µM), inactives show at the highest dose activation, actives largely listed as activators; 0.007% of 380,000 active; also: potency is read from the fitted curve at half-maximal effect; % of control where 0% means no effect
# * hit, by the source's call; i = inactive; ? = inconclusive; / = no result given; [ ] = remark or other dose. Unless noted, calls follow the shape of the dose curve; as a rule, active = well fitted curve in the direction sought with a large enough effect; inconclusive = small, poorly fitted or top-dose-only effect, or another doubt; inactive = no such curve, though single readings can be large; an effect the other way counts as inactive or inconclusive. Only part of the results is shown, so the mix of outcomes need not match the whole.
molecule	DRD3 antagonist	GLP1R ag	TDP-43 yeast inh	GLP-1R inv ag	PTHR1 agonist	Akt phos inh	Abeta yeast res	aSyn yeast inh	FUS suppressor
O=C(Nc1nc(N2C(=O)c3ccccc3C2=O)n(-c2ccccc2)n1)c1ccccc1	42	-11%	-3%	29%	-1%	i	-9%	-1%	/
CCN1CCN(C(=O)CN(c2ccc(C)cc2)S(C)(=O)=O)CC1	-28	-3%	-3%	1%	-13%	i	0%	-4%	-3%
COc1ccc(/C=C(\C#N)C(=O)C(C)(C)n2cncn2)cc1	-22	14%	-15%	3%	i	i	-5%	1%	-23%
O=C(Nc1ccc(Cc2ccncc2)cc1)c1cc([N+](=O)[O-])ccc1N1CCOCC1	-2	7%	11%	12%	i	i	-2%	10%	5%
Cn1c(=O)c([N+](=O)[O-])c(Cl)c2ccccc21	-85*	-24%	?	6%[0.307 µM]	-29%	i	-91%[inhibitor]	-76%[inhibitor]	11%
CCc1nnc(NC(=O)CSc2nc3cc(OC)ccc3cc2C)s1	8	10%	28%[9.22 µM]	5%[7.66 µM]	i	i	15%	-4%	1%
COCCOC(=O)c1c(C)oc2ccc(NS(=O)(=O)c3ccc(C(=O)O)cc3)cc12	-20	-2%	-34%[inhibitor]	14%	-11%	i	-8%	-6%	/
CC(C)CNC(=O)CO/N=C/c1ccccc1Cl	10	-4%	3%	5%[0.307 µM]	-20%	i	24%	10%	39%
CCC(=Nc1ccccc1)C1=C(O)CCCC1=O	0	-2%	-16%	8%	6%	i	2%	4%	-6%
COc1ccc2sc(-c3ccc(N(C)C)cc3)c(-c3cnc(OC)nc3)c2c1	7	12%	?	12%	-13%	i	5%	-3%	11%
Cc1ccc(C2CC(=O)C=C(NCC(C)C)C2)cc1 (stereo not given)	-11	6%	8%	-4%	-16%	i	-8%	-1%	/
O=C1CC(N2CCN(c3nc4ccccc4s3)CC2)C(=O)N1c1ccc(F)cc1 (stereo not given)	12	-5%	14%	-8%	-16%[57.5 µM]	i	11%	1%	?
COc1cc(C(=O)Nc2ccc(N(C)C)cc2)c([N+](=O)[O-])cc1OC	-9	23%	-19%	55%[activator]	-19%	i	-14%	3%	3%
COc1ccccc1N1CCN(CC(=O)Nc2ccc(Cl)c(C(F)(F)F)c2)CC1	-2	-1%	-13%	-8%	-15%	i	7%	-1%	29%
COC(=O)c1ccc(OC)c(CSc2nnc(-c3ccc(C)cc3)o2)c1	9	2%	7%	-5%	-4%	i	-1%	-1%	-18%
Cc1ccc(C(=O)NNC(=O)C(C)Oc2ccc3ccccc3c2)o1 (stereo not given)	-5	2%	16%	-15%	i	i	-11%	0%	7%
CCC(Sc1nc2n[nH]c(C)c2c(=N)n1-c1ccc(C)c(Cl)c1)C(=O)N1CCOCC1 (stereo not given)	26	26%	23%	-21%	-19%	i	-4%	5%	21%
Cc1ccccc1-c1nn2c(-c3ccccc3)nnc2s1	-24	19%	?	53%[activator]	-7%[57.5 µM]	i	-24%	-9%	23%
CCn1c(Cn2nnc(-c3ccccc3)n2)nnc1SCC(=O)Nc1cccc(C)c1C	9	0%	-22%	-5%	-1%[57.5 µM]	i	12%	5%	25%
COc1ccc(C(=O)NCCn2cc(SCc3cc(C)ccc3C)c3ccccc32)cc1	/	-1%	12%	?	-43%[inhibitor]	/	-7%	/	45%
O=C(CN1CCCC1)Nc1cc(F)ccc1F	-13	6%	12%	6%	-24%	i	10%	-3%	-35%
Cc1cccc(-n2c(O)c(C=NC3CCS(=O)(=O)C3)c3ccccc3c2=O)c1C (stereo not given)	8	1%	-17%	0%	-2%	i	-16%	5%	-2%
O=C1c2cc([N+](=O)[O-])ccc2-c2cc(Br)c(N=C(NO)C(F)(F)F)cc21	24	-5%	17%	?	-1%	i	0%	3%	/
C=CCN(CC=C)CCOc1ccccc1F	-29	-6%	13%	2%	-2%	i	8%	0%	5%
CSc1ccccc1OCc1cc(C(=O)N2CCN(Cc3nccn3C)CC2)no1	-24	-4%	-3%	-14%	-19%	i	0%	-1%	/
Cc1cc(-c2ccc3ccccc3c2)n2ncnc2n1	-3	-4%	-4%	9%	-14%	i	3%	-25%	-45%[inhibitor]
CSc1c2c([nH]c(=O)c1C#N)-c1ccccc1CC2	11	-7%	17%	5%	i	i	1%	-4%	-26%
O=C(NCCNC(=O)c1ccc(Br)o1)c1ccc(Br)o1	-1	3%	5%	63%[activator]	i	i	0%	-11%	-7%
COc1ccc(Cl)cc1S(=O)(=O)NCc1nc2nc(C)cc(C)n2n1	0	0%	0%	-15%	-15%	i	-16%	-2%	-29%
Cc1c(NC(=O)C(C)OC(=O)c2cc3c4ccccc4n(C)c3s2)c(=O)n(-c2ccccc2)n1C (stereo not given)	-24	-1%	-14%	-28%	i	i	-7%	-5%	14%
COc1ccc(CC(=O)NCc2ccc3c(c2)CCN3C(=O)c2ccccc2)cc1OC	/	/	15%	19%	-24%	/	2%	/	-10%
CC(C)CC(=O)NC(C)C(c1cccs1)N1CCOCC1 (stereo not given)	-6	-7%	2%	5%	i	i	/	-3%	-27%
COc1cc(/C=C2/SC(=S)NC2=O)ccc1OS(=O)(=O)c1ccc(C)cc1	3	-1%	0%	?	-29%	i	-8%	-30%	26%
N#Cc1c(SCC(N)=O)nsc1SCc1ccc(Cl)cc1	17	0%	14%	0%	-17%[57.5 µM]	i	-2%	-6%	17%
CC[C@]12c3[nH]c4cc(CCC(=O)N(C)C)ccc4c3CCN1C(=O)[C@@H](CC(=O)NCCCN(C)C)C[C@@H]2C(=O)N1CCN(C(=O)c2ccco2)CC1	-1	-1%	1%	0%	15%	i	-13%	-1%	-3%
O=C(COc1ccc(Cl)cc1)NCCCn1ccnc1	?	4%	4%	-22%	i	i	11%	0%	-24%
CC(=O)Nc1ccc(NC(=O)CSc2cn(CC(=O)N3CCOCC3)c3ccccc23)cc1	-21	1%	7%	1%	-3%	i	-4%	-6%	4%
S=c1nc2ccccc2c2nc(-c3cccnc3)[nH]n12	0	4%	5%	49%[activator]	-6%	i	7%	-3%	1%
CCN(CC)CCN(C)C(c1ccnc2ccccc12)c1nnnn1-c1ccc2c(c1)OCCO2 (stereo not given)	0	7%	-2%	7%	1%	i	-24%	3%	-8%
Cn1c(=O)cc(Nc2ccccc2)[nH]c1=O	-10	-4%	11%	10%	-23%	i	0%	-3%	9%
CCOc1ccc(C(=O)NCC(=O)OCc2ccc(F)cc2Cl)cc1	?	4%	-1%	21%	-53%[inhibitor]	i	0%	-5%	-22%
O=C(O)Cc1ccc(NC(=O)c2ccc3c(c2)C(=O)N(Cc2ccco2)C3=O)cc1	-7	-11%	2%	18%	-1%	i	2%	6%	40%
CCc1ccccc1N(CC)C(=O)c1c(C)oc2ncnc(N3CCOCC3)c12	/	/	0%	3%	i	/	13%	/	-3%
COc1ccc(NC(=O)COC(=O)CCC2CCCCC2)cc1	10	8%	24%	6%	i	i	?	-4%	8%
COC(=O)[C@@]12CCCN1[C@H](c1ccc(-c3ccc(Cl)c(Cl)c3)c(OC)c1)[C@H]1C(=O)N(C)C(=O)[C@H]12	?	-1%	?	?	-16%	i	-4%	-7%	35µM*
CCOc1ccc(-n2c(=O)c3ccccc3c3ccccc3c2=O)cc1	-16	0%	6%	3%	-31%[inhibitor]	i	6%	5%	26%
CCN(C(=O)COC(=O)c1ccccc1SCC(=O)NC1CCCCCCC1)C1CCS(=O)(=O)C1 (stereo not given)	11	3%	18%	10%	-33%[inhibitor]	i	6%	-3%	/
CC(C)(C)CC(=O)Nc1nnc(SCC(=O)NC2CCCCC2)s1	-7	10%	4%	-29%	-8%	i	-16%	0%	29%
O=C(Cc1ccc(F)cc1)OCC(=O)N1CCN(S(=O)(=O)c2ccc(Cl)cc2)CC1	7	-8%	4%	-19%	-24%	i	16%	13%	34%
CCOC(=O)N1CCC(NC(=O)c2ccc(CO)c(C(=O)NC3CCN(C(=O)OCC)CC3)c2)CC1	19	-7%	11%	8%	-16%	i	3%	9%	-10%
COc1ccccc1CNC(=O)CCC1N=C2c3ccccc3N=C(SCC(=O)NCC3CCCO3)N2C1=O (stereo not given)	3	4%	0%	-13%	i	i	16%	-7%	-4%
CC1CCN(c2nc3ccc(C(=O)N4CCN(Cc5ccccc5)CC4)cc3s2)CC1	-24	5%	17%	?	-91%[inhibitor]	i	-7%	0%	7%
Cc1ccc(NC(=O)CSCC(=O)Nc2ncc3c(n2)CC(c2ccco2)CC3=O)cc1 (stereo not given)	16	-6%	-12%	6%	i	i	19%	-1%	?
Cc1ccc(S(=O)(=O)N2CCC(C(=O)OCC(=O)N3CCCCC3C)CC2)cc1C (stereo not given)	16	1%	-15%	?	-55%[inhibitor]	i	-15%	4%	16%
COCCNC(=O)c1cn(Cc2c(F)cccc2Cl)nn1	-18	-7%	-23%	0%	4%[57.5 µM]	i	-4%	0%	13%
